From PubChem
Scp1 inh: blocks human Scp-1 phosphatase activity; Q9GZU7; Recombinant Scp1, phosphopeptide, malachite green phosphate absorbance; inhibition, % at 20 µM; 340,000 compounds, 0.88% hits; AID 493091;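 active means inhibition above about 50% at 20 µM, limit read from the data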;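 further: plate controls were DMSO wells with enzyme for no effect and wells lacking enzyme for full effect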
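assay system = SCP-1 phosphatase catalytic domain, residues 76-261 | buffer or medium = 50 mM Tris acetate pH 5.5, 0.005% Tween-20, 10 mM MgCl2 | incubation = enzyme reaction 45 min at room temperature, colour 5 min, stabilisation 30 min | signal = Phosphate-binding colour reagent, absorbance read at 630 nm | measure = % inhibition at 20 µM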
CSN deneddyl inh: inhibitors of human CSN-mediated cullin deneddylation. Q92905. Purified CSN, SCF-Nedd8-OG deneddylation, fluorescence polarization. inhibition, % at 12.5 µM. 360,000 compounds, 0.38% hits;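 active means pattern-corrected inhibition above about 35%, with an unprinted fluorescence ratio check between 0.5 and 1.5, limit read from the data, passing the limit was not always enough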;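 further: 0% = enzyme with substrate and 100% = substrate without enzyme; some results filed as inactive read as strong as hits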
Target sequence (Q92905 whole entry, looked up, one chain of several): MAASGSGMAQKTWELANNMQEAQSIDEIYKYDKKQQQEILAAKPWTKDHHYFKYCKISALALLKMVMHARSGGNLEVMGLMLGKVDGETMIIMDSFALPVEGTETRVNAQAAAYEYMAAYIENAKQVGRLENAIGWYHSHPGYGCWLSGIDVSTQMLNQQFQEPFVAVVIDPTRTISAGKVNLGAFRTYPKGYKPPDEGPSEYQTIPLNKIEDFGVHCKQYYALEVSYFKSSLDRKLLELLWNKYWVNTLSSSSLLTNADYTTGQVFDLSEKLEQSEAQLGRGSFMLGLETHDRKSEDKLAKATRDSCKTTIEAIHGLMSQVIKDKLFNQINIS
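Detection – fluorescence polarization · System – HEK293T-derived human Csn5 enzyme · Controls – substrate-only high control, full reaction low control · Timing – 90 min, room temperature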
DNMT1 inh: blocks human DNA methyltransferase DNMT1; P26358; DNMT1 molecular beacon, Hinp1I cleavage, fluorescence; inhibition (reported as % activation of signal), % at 10 µM; 360,000 compounds, 0.83% hits; in the data active means inhibition above about 50%
SUMO1-SIM PPI: SUMO1-SIM interaction modulation; SUMO1 binding to a labelled peptide, TR-FRET, 1 h; inhibition, % at 20 µM; 360,000 compounds, 0.33% hits; P63165; in the data active means inhibition above about 37%
Rpn11 inh: blocks the human proteasome subunit Rpn11; O00487; human 26S proteasome, Ub4-pepOG fluorescence polarization; 20S core pre-blocked with epoxomicin; calls only at 20 µM; 360,000 compounds, 0.59% hits; AID 588493;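 active means inhibition at 20 µM, scaled to each plate's controls, above about 33%, limit read from the data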
Tb MetRS inh: blocks T. brucei methionyl-tRNA synthetase activity; 360,000 compounds, 0.4% hits; inhibition, % at 11.9 µM; AID 624268; purified T. brucei MetRS, ATP depletion, Kinase-Glo luminescence;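 active means inhibition above a per-plate cutoff of the control wells' mean inhibition plus 3 SD, cut at about 5.5% in these data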;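 further: 0% = DMSO wells median and 100% = median of wells with control inhibitor compound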
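Test system: purified T. brucei MetRS enzyme. Also added: ATP, methionine and E. coli bulk tRNA substrates. Compound: 11.9 µM single point. Schedule: 15 min enzyme-compound preincubation, 2 h reaction, 10 min detection, 25 °C. Signal: luciferase luminescence of residual ATP, Kinase-Glo. Evaluation: percent inhibition versus plate control medians. Controls: DMSO wells, low control.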
NadD block: blocks S. aureus nicotinate mononucleotide adenylyltransferase. purified NadD enzyme, colorimetric absorbance read-out. inhibition, % at 20 µM. 360,000 compounds, 0.78% hits; in the data active means inhibition above about 26%; further: some compounds past the cut are filed as inactive
LMPTP inh: blocks human LMPTP phosphatase. P24666. recombinant LMPTP-A, OMFP fluorogenic substrate, fluorescence intensity. inhibition, % at 20 µM. 360,000 compounds, 0.22% hits;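 active means compounds that cut the enzyme signal by at least half of the control window in the single-dose screen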;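 further: plate controls were DMSO wells with enzyme plus substrate for no effect and substrate without enzyme for full effect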
Target sequence (P24666 whole entry, looked up): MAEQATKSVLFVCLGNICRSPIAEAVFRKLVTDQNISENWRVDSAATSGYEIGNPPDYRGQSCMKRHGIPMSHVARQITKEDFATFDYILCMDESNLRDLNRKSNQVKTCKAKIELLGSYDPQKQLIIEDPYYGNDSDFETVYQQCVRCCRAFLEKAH
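Test system: LMPTP-A, protein tyrosine phosphatase of low molecular weight; Input: 0.625 nM enzyme; Incubation: 50 min dark incubation at room temperature; Signal: endpoint fluorescence intensity from OMFP dephosphorylation; Read-out basis: % inhibition versus control wells.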
MLLE-PAM2 inh: blocks PAM2 peptide binding to the PABP1 MLLE domain; 360,000 compounds, 0.36% hits; P11940; AID 588489; inhibition, % at 20 µM; GST-MLLE / FITC-PAM2 fluorescence polarization; in the data active means inhibition above about 35%, passing the limit was not always enough;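 further: plate controls were DMSO wells with GST-MLLE for no effect and wells lacking GST-MLLE protein for full effect; some results filed as inactive read as strong as hits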
STEP inh: STEP (human) phosphatase inhibition. P54829. recombinant STEP, OMFP fluorogenic substrate, fluorescence. inhibition, % at 20 µM. 360,000 compounds, 0.25% hits. AID 588621;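 active means inhibition at 20 µM, scaled per plate between control wells, above about 37%, limit read from the data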;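 further: 0% = DMSO with enzyme and substrate and 100% = substrate only without enzyme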
Target sequence (P54829 whole entry, looked up): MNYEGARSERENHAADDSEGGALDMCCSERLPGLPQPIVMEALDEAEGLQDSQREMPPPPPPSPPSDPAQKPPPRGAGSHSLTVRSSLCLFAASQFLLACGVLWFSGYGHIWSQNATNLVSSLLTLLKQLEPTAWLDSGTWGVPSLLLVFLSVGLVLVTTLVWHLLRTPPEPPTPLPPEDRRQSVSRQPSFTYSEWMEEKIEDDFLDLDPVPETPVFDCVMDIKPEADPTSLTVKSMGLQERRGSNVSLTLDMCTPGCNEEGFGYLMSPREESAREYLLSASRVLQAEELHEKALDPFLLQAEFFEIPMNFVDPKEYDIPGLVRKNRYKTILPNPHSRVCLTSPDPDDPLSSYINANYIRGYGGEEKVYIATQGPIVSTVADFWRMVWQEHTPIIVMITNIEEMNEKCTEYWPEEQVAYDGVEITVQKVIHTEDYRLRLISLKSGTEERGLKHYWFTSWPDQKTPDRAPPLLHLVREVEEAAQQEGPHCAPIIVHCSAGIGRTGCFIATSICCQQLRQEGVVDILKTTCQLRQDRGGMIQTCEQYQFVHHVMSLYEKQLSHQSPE
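Measure: Control-normalized % inhibition with plate pattern correction | Test system: STEP phosphatase, cell-free reaction | Medium: pH 6.0 Bis-Tris with DTT and Tween 20 | Technique: Fluorescence, 480/540 nm | Times: Reaction 20 min, ambient temperature | Doses: Single compound dose of 20 µM, 1% DMSO final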
* = called active by the depositor; i = inactive; nt = not tested or not shown; + = active, no number. Rows are unselected; 3.6% or so of the library scored in one or more.

Preview (three entries):
smiles,SUMO1-SIM PPI,Rpn11 inh,LMPTP inh,STEP inh,DNMT1 inh,Scp1 inh,NadD block,Tb MetRS inh,MLLE-PAM2 inh,CSN deneddyl inh
Cc1ccc(CNC(=O)c2cc3c(s2)CS(=O)(=O)C3)cc1,0,i,-1.8,-2,-5,-4,1,0.0,-5,3
COc1ccc(/C(C)=N/NC(=O)C2CC2)cc1,-2,i,0.5,0,-1,4,-4,-0.4,4,3
CC(=O)Nc1ccc(NC(=O)C2CC(=O)N(Cc3ccco3)C2)cc1 (stereo not drawn),4,i,-1.1,1,5,-2,10,0.0,-46,4

Results, previewed entries included:
smiles,SUMO1-SIM PPI,Rpn11 inh,LMPTP inh,STEP inh,DNMT1 inh,Scp1 inh,NadD block,Tb MetRS inh,MLLE-PAM2 inh,CSN deneddyl inh
Cc1ccc(CNC(=O)c2cc3c(s2)CS(=O)(=O)C3)cc1,0,i,-1.8,-2,-5,-4,1,0.0,-5,3
COc1ccc(/C(C)=N/NC(=O)C2CC2)cc1,-2,i,0.5,0,-1,4,-4,-0.4,4,3
CC(=O)Nc1ccc(NC(=O)C2CC(=O)N(Cc3ccco3)C2)cc1 (stereo not drawn),4,i,-1.1,1,5,-2,10,0.0,-46,4
CC(=O)Nc1ccc(S(=O)(=O)N2CCN(c3cc(C)nc4ccccc34)CC2)cc1,-6,i,39,1,2,3,5,-0.2,7,3
C=CCN1C(=O)C2C3C=CC(C2C1=O)C1C2C(=O)N(CC=C)C(=O)C2C31 (stereo not drawn),0,i,0.3,-3,0,0,1,-0.5,-4,-2
COc1cccc(C(=O)Nc2ccc(NC(=O)C3CCCCC3)nc2)c1,2,i,-0.2,0,0,1,1,-0.7,2,2
Cc1cccc2c(=O)cc(C)n(Cc3ccccc3)c12,-1,i,1.1,-2,3,7,3,-2.0,-3,-2
O=C(COC(=O)c1cc([N+](=O)[O-])ccc1N1CCOCC1)Nc1c(Cl)cccc1Cl,-32,i,0.0,-1,2,-10,-5,-0.1,-18,-2

The list continues.
smiles,SUMO1-SIM PPI,Rpn11 inh,LMPTP inh,STEP inh,DNMT1 inh,Scp1 inh,NadD block,Tb MetRS inh,MLLE-PAM2 inh,CSN deneddyl inh
CC(C)(C)CC(C)(C)NC(=O)Nc1cccc([N+](=O)[O-])c1,-20,i,2.1,0,7,-3,-11,-0.2,14,2
O=C(COC(=O)CSc1ccc2ccccc2c1)Nc1ccccc1OC(F)F,-1,i,0.0,0,-3,-9,-1,-0.9,7,-1
COc1ccccc1CNC(=O)CSc1ccsc1[N+](=O)[O-],-25,i,-1.1,1,1,3,3,0.6,-2,-2
COc1ccc(C(=O)NCCNC(C)=O)cc1S(=O)(=O)NCc1ccc(Cl)cc1,2,i,-0.5,-2,-2,-7,4,0.4,-1,2
Cc1cccc(NC(=O)c2cc(=O)c3ccccc3o2)c1,-19,i,1.5,-1,1,-15,-3,-0.9,-7,0
CNC(=O)N(O)C1N(C)C(=O)N(CC(=O)OC)C1(C)C (stereo not drawn),-1,i,0.6,-1,1,-2,0,-1.3,-2,-4
CN(C)C1=NC[C@H](Cc2ccccc2)N1CCCC1CCCC1,4,i,-1.7,2,13,4,2,-0.2,20,-2
CCOC(=O)C1CCCN(Cc2nc3ccc([N+](=O)[O-])cc3c(=O)n2-c2ccc(OC)cc2OC)C1 (stereo not drawn),-31,+,-0.5,1,-3,6,-2,-0.7,15,4

(cont.)
smiles,SUMO1-SIM PPI,Rpn11 inh,LMPTP inh,STEP inh,DNMT1 inh,Scp1 inh,NadD block,Tb MetRS inh,MLLE-PAM2 inh,CSN deneddyl inh
CC(C)CC(=O)Nc1nnc(SCC(=O)NCc2ccc3c(c2)OCO3)s1,-1,i,-1.3,0,1,2,-5,-0.8,6,6
CSCCC(NC(=O)c1cccc(S(=O)(=O)N2CCOCC2)c1)C(=O)Nc1ccc(F)cc1 (stereo not drawn),2,i,-1.9,-1,-4,-11,-1,0.4,4,1
CCC(=O)Nc1ccc(NC(=O)c2cccc(OC)c2)nc1,-1,i,-0.2,-2,-1,-5,-4,-0.8,-4,-4
CCOC(=O)c1nn(-c2ccc(Cl)cc2)c2nc(Nc3ccccc3)cc(=O)n12,-1,i,-2.3,-2,-7,-4,-38,-1.4,-6,2
O=C(c1cc2ccccc2[nH]1)N1O[C@@H]2C=C[C@H]1C2,-3,i,-3.4,-1,3,-14,3,-0.6,-43,-1
NC(=O)Cn1c(-c2nonc2N)nc2ccccc21,1,i,-0.7,1,-5,-8,2,-0.7,-9,9
Cc1ccc(NC(=O)CCC(=O)c2cccs2)cc1,1,i,-0.7,-8,-4,0,-7,-1.3,5,2
CN(C)c1ccc(CNCC2CCCO2)cc1 (stereo not drawn),-2,i,1.2,-1,-3,-10,0,1.8,4,-4

(list continues)
smiles,SUMO1-SIM PPI,Rpn11 inh,LMPTP inh,STEP inh,DNMT1 inh,Scp1 inh,NadD block,Tb MetRS inh,MLLE-PAM2 inh,CSN deneddyl inh
CCC(C)COC(c1ccccc1)(c1ccccc1)C(Oc1nc(C)cc(C)n1)C(=O)O (stereo not drawn),0,i,-0.8,0,2,6,20,-1.0,-13,-3
Cc1ccc(Sc2ccc(CN3CCCCC3)cc2[N+](=O)[O-])cc1,-19,i,0.5,0,9,10,-8,-0.5,0,4
COc1cc(-c2nc(Cc3c(F)cccc3Cl)no2)cc(OC)c1OC,5,i,3.0,6,0,-2,0,0.3,7,-2
COCCN1C(=O)c2ccccc2C1c1nnnn1Cc1ccccc1 (stereo not drawn),1,nt,-2.0,nt,nt,nt,-2,-0.3,nt,-4
CCOc1ccc(OCCC(=O)OCC(=O)Nc2cc(S(=O)(=O)N3CCOCC3)ccc2OC)cc1,6,i,0.1,8,3,-1,1,0.4,-15,-6
CC(C)CC(=O)Nc1nnc(SCC(=O)NCc2ccco2)s1,-3,i,-2.0,1,10,-6,-2,-0.2,1,3
O=C(NCC1CCCCC1)C1CCCN(C(=O)NC2CCCCC2)C1 (stereo not drawn),-2,i,-0.7,-4,2,-2,0,-0.7,10,-4
O=C1CCCN1c1ccc(C(=O)N(Cc2nnc(-c3ccc(Cl)cc3)o2)C2CC2)cc1,0,i,-0.6,4,0,-6,0,0.1,-26,-2

Remaining list, next part.
smiles,SUMO1-SIM PPI,Rpn11 inh,LMPTP inh,STEP inh,DNMT1 inh,Scp1 inh,NadD block,Tb MetRS inh,MLLE-PAM2 inh,CSN deneddyl inh
O=C(COc1ccc([N+](=O)[O-])cc1)NNC(=O)c1cccnc1,-12,i,-0.9,0,27,4,-4,0.2,-7,-3
CCOC(=O)c1cc(NC(=O)N2CCCCC2)c(C)nc1C,2,i,0.5,-5,3,-5,-5,-0.1,-15,3
Cc1ccc(Cn2c(C3CCCN3c3nc(-c4cc(Cl)c(N)c(Cl)c4)cs3)nc3cc(Cl)c(Cl)cc32)cc1 (stereo not drawn),-5,i,5.8,3,-1,8,51*,-0.3,13,3
COC(=O)Nc1ccc(S(=O)(=O)N2CCCC(C(=O)N3CCOCC3)C2)cc1 (stereo not drawn),-4,i,-0.2,-3,0,-2,-6,-0.7,-3,0
COc1cc(/C=C2\SC(=S)N(C(C(=O)O)c3ccccc3)C2=O)cc(OC)c1OC (stereo not drawn),-14,i,3.3,-2,5,-2,5,-0.9,18,3
Cc1ccc2nc3n(c(=O)c2c1)-c1ncccc1C(=O)NC3Cc1ccccc1 (stereo not drawn),1,i,-0.7,2,1,nt,4,0.9,-7,-3
CCC1SC(CC)C(=O)N(CC(=O)NCCc2ccccc2)C1=O (stereo not drawn),-1,i,0.0,-3,1,-3,2,0.2,-2,0
COc1cc(C2N(c3ccccc3)CCN2c2ccccc2)cc(OC)c1OC,-9,i,-0.3,-1,-10,-7,-4,-0.3,7,6

Some of the entries so far, with two lines to a compound:
Every second line gives: SUMO1-SIM PPI | Rpn11 inh | LMPTP inh | STEP inh | DNMT1 inh | Scp1 inh | NadD block | Tb MetRS inh | MLLE-PAM2 inh | CSN deneddyl inh
- Cc1ccc(Cn2c(C3CCCN3c3nc(-c4cc(Cl)c(N)c(Cl)c4)cs3)nc3cc(Cl)c(Cl)cc32)cc1 (stereo not drawn)
    -5 | i | 5.8 | 3 | -1 | 8 | 51* | -0.3 | 13 | 3
- O=C(COc1ccc([N+](=O)[O-])cc1)NNC(=O)c1cccnc1
    -12 | i | -0.9 | 0 | 27 | 4 | -4 | 0.2 | -7 | -3

Reprinted at random: 2 entries already listed, in no set order.
smiles,SUMO1-SIM PPI,Rpn11 inh,LMPTP inh,STEP inh,DNMT1 inh,Scp1 inh,NadD block,Tb MetRS inh,MLLE-PAM2 inh,CSN deneddyl inh
CC(=O)Nc1ccc(S(=O)(=O)N2CCN(c3cc(C)nc4ccccc34)CC2)cc1,-6,i,39,1,2,3,5,-0.2,7,3
CNC(=O)N(O)C1N(C)C(=O)N(CC(=O)OC)C1(C)C (stereo not drawn),-1,i,0.6,-1,1,-2,0,-1.3,-2,-4

Additional structures.
smiles,SUMO1-SIM PPI,Rpn11 inh,LMPTP inh,STEP inh,DNMT1 inh,Scp1 inh,NadD block,Tb MetRS inh,MLLE-PAM2 inh,CSN deneddyl inh
CCCCn1c(N)c(N(CC(C)C)C(=O)COC(=O)c2ccccc2NCCO)c(=O)[nH]c1=O,-1,i,-2.6,1,1,20,5,0.0,-80,1
CCCS(=O)(=O)NC(=O)C1(C)CCN(C(=O)c2ccc(C(F)(F)F)cc2)C1 (stereo not drawn),4,i,-2.3,-1,1,nt,1,0.1,2,-6
N#C/C(=C\c1cccc([N+](=O)[O-])c1)c1ccccn1,-18,i,-0.5,-2,0,2,-10,-1.1,1,6
COc1ccc(OC(=O)C(C)N2C(=O)c3ccccc3C2=O)cc1 (stereo not drawn),-1,i,0.0,3,0,-14,-14,-0.2,-7,4
Cc1ccc(F)cc1NS(=O)(=O)c1ccc(Cl)s1,0,i,1.0,-2,3,-8,-9,-0.3,2,7
CC1CCCC(NC(=O)NC(=O)COC(=O)C2=NN(c3ccccc3)C(=O)CC2)C1C (stereo not drawn),-2,i,0.3,2,2,-4,2,-0.2,-3,2
